Assay outcomes deposited in PubChem BioAssay by several laboratories.
CatB mixtures: inhibitors of human cathepsin B in compound mixtures | Purified cathepsin B, AMC dipeptide fluorescence | inhibition, %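 (ten-compound pools at 5 µM per compound and 50 µM total)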 | 62,000 tested, 0.06% active; in the data active = inhibition above about 22%, passing the limit was not always enough;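 note: 0% = enzyme without compound and 100% = no enzyme blank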
C1s inh: blocks human complement C1s protease activity | P09871 | purified C1s, fluorogenic AMC substrate, pooled mixtures | mean inhibition % of two 10-compound mixtures (hits give high values), % at 5 µM (by protocol) | 62,000 tested, 0.16% active;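 active = inhibition above 20% in each of the two 10-compound mixture wells holding the compound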;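 note: 0% = enzyme wells lacking compound mixture and 100% = no-enzyme blank wells; some compounds called inactive have numbers as strong as hits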
Target sequence (P09871 16-437 limits assumed): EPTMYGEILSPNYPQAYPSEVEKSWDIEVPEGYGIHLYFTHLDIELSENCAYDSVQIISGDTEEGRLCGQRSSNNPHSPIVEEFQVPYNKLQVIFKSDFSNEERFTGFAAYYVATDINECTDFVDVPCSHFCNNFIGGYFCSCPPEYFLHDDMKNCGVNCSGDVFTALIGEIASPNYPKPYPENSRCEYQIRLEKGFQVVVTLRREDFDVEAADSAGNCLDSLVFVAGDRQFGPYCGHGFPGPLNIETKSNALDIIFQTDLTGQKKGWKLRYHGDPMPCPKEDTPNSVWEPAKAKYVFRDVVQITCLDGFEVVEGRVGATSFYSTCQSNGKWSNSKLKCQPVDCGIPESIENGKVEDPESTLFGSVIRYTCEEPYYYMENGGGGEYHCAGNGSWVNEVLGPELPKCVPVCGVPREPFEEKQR
Target sequence (P09871 438-688 limits assumed): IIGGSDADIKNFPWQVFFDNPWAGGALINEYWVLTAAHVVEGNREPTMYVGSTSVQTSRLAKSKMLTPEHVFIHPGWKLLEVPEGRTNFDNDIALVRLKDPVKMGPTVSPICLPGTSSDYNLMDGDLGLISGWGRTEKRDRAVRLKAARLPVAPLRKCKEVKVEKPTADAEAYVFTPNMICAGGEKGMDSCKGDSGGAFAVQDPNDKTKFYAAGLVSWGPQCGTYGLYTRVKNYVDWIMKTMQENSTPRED
FXIIa mix inh: blocks human factor XIIa in pooled compound mixtures | P00748 | purified FXIIa, fluorogenic substrate | inhibition, % at 5 µM | 62,000 tested, 0.2% active | AID 684;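 note: 0% = enzyme without compound and 100% = no enzyme blank; some results filed as inactive read as strong as hits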
FXIa inh mix: blocks human factor XIa in pooled compound mixtures; 62,000 tested, 0.19% active; inhibition, % at 5 µM; purified FXIa, fluorogenic substrate;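 note: each value is inhibition by a whole ten-compound pool holding the compound; 0% = enzyme with no mixture and 100% = wells lacking enzyme; strong numbers were not always called active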
CatS inh: blocks human cathepsin S protease activity. P25774. recombinant cathepsin S, AMC dipeptide fluorescence, pooled mixtures. inhibition, %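 (tested at 5 µM per compound within 10-compound mixtures)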. 62,000 tested, 0.06% active. AID 501; in the data active = inhibition above about 32%, passing the limit was not always enough;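 note: 0% = enzyme without compound and 100% = blank without enzyme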
Cathepsin G inh: cathepsin G (human) inhibition; 62,000 tested, 0.2% active; P08311; purified enzyme, AMC-tetrapeptide fluorescence, pooled mixtures; inhibition, % at 5 µM (by protocol);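 active = inhibition above 20% in each of the two mixture wells holding the compound; inactive = inhibition of 20% or less in either well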;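 note: 0% = enzyme control without mixture and 100% = blank lacking enzyme; strong numbers were not always called active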
CatB inh: blocks human cathepsin B protease activity; P07858; purified cathepsin B, fluorogenic substrate, fluorescence; inhibition, %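 (tested at 10 µM)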; 63,000 tested, 0.1% active; AID 453; in the data active = inhibition above about 21%;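 note: 0% = enzyme with no compound and 100% = no enzyme blank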
A340 absorber: compound absorbs light at 340 nm | compound absorbance at 340 nm, fold over control | fold change at 10 µM | 65,000 tested, under 10 active | AID 708;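 active = at 10 µM dose, initial 340 nm absorbance at least 2 fold that of control wells; inactive = change under 2 fold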;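 note: initial absorbance extrapolated from kinetic A340 decline of NADH oxidation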
CatL inh: inhibitors of human cathepsin L; P07711; purified cathepsin L, fluorogenic substrate, fluorescence; 58,000 tested, 0.17% active; inhibition, %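 (tested at 10 µM)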; in the data active = inhibition above about 45%;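 note: 0% = enzyme with no compound and 100% = no enzyme blank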
Target sequence (P07711 114-288 limits assumed): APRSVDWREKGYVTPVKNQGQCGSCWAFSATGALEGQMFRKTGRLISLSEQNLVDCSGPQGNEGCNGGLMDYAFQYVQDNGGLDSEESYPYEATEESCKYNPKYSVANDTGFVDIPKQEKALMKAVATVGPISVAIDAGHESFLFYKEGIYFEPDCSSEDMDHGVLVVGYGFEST
Target sequence (P07711 292-333 limits assumed): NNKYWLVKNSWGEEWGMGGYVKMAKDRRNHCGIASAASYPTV
* marks the source's active call; other numbers are inactive results; i = inactive; nt = no result given. Cut-off read from the data, not from the text of the source, unless noted: active = inhibition above about 20% (passing the limit was not always enough); inactive = the rest. These rows are one share of the data (hit frequency here may not be typical).

CatB mixtures,C1s inh,FXIIa mix inh,FXIa inh mix,CatS inh,Cathepsin G inh,CatB inh,A340 absorber,CatL inh,Compound
4,-2,-1,5,-6,-1,3,1,-2,COc1cc2c(cc1NC(=O)COC(=O)Cn1cnc3ccccc31)oc1ccccc12
-1,-21,0,2,-5,-9,2,1.1,-25,COc1ccc2[nH]c(=O)c(CN(C(=O)COc3ccccc3)C(C)C)cc2c1
6,7,1,7,10,3,-1,1,-21,COc1ccccc1-c1nn2c(C3COc4ccccc4O3)nnc2s1 (stereo not given)
4,7,-22,5,-1,5,-1,1,1,C=CCn1c(=O)c(C(=O)Nc2ccccc2C(=O)OCC)c(O)c2ccccc21
2,-6,4,4,-2,-2,-4,1.1,-32,COc1ccc(-c2cn3cc(Cl)ccc3n2)cc1OC
-4,4,7,1,-1,10,0,1,4,CCCn1c(=O)c(C(=O)NCc2ccc(OC)c(OC)c2)c(O)c2ccccc21
-7,-94,-22,0,-1,-6,-4,0.98,1,O=C(NC1CCCCC1)C(c1ccco1)N(Cc1cccnc1)C(=O)C1COc2ccccc2O1 (stereo not given)
4,0,-1,4,-2,-1,-3,1,-9,Cc1cc(NS(=O)(=O)c2ccc(NC(=O)CCCOc3ccccc3)cc2)no1
-5,-5,-20,6,-6,-1,-3,0.99,-4,CCN(CC)S(=O)(=O)N1CCC(C(=O)NCCN2CCOCC2)CC1
3,-12,-17,3,2,-15,1,0.99,7,Cc1ncoc1C(=O)Nc1cccc(Cl)c1C
8,10,5,5,2,12,1,1,7,CC(C)C[C@H]1C(=O)N2CCC[C@H]2[C@]2(O)O[C@](NC(=O)[C@@H]3C=C4c5cccc6[nH]c(Br)c(c56)CC4N(C)C3)(C(C)C)C(=O)N12 (stereo not given in full)
4,26,3,27,3,10,-4,1,-6,COC(=O)c1ccsc1NC(=O)c1ccc(Cl)s1
-6,-15,5,6,-12,5,-2,1,-7,CCN(C(=O)c1c(-c2ccccc2)noc1C)c1ccccc1
0,2,9,6,0,-1,-5,1,-1,O=C(c1ccccc1)c1ccc(OC(=O)N2CCCC2)cc1
-3,-29,-20,2,-4,-5,-1,0.97,-5,O=C(c1cccc(F)c1)N1CCN(S(=O)(=O)c2ccc(C(F)(F)F)cc2)CC1
-4,-99,-11,-13,-5,2,5,1,19,CCCn1c(N)c(N(C)C)c(=O)n(CC(=O)Nc2ccc(OC(F)(F)F)cc2)c1=O
-8,-48,-19,-20,-20,-15,-6,1,-17,O=C(CSc1ncnc2c1oc1ccccc12)N1CCc2ccccc2C1
4,1,17,4,2,1,-4,1,-2,CN1/C(=C\C(=O)c2cccs2)Sc2ccccc21
-9,-4,2,4,-6,8,3,0.99,-2,CCC(=O)N1CCc2cc(Br)cc(S(=O)(=O)N3CCCCCC3)c21
5,-32,2,8,13,-8,11,1.1,13,CC(C)CCN(C)C1CCN(C(=O)Nc2c(F)cccc2F)CC1
3,-25,4,2,-3,8,3,1,-2,Cc1cc(C(C)(C)C)oc1C(=O)N1CCN(C(=O)c2oc(C(C)(C)C)cc2C)CC1
2,13,5,8,4,8,2,1,-7,c1ccc(CN2CCN(CCCNc3ccc4nnc(-c5ccccc5)n4n3)CC2)cc1
5,17,1,2,-3,12,-5,0.99,32,Oc1ccc(CNc2ccccc2)c2cccnc12
5,-30,-64,14,13,1,-2,1,8,COC1(OC)N=C(N)C2(C#N)C(c3ccc4c(c3)OCO4)C12C#N (stereo not given)
-11,-61,10,-10,1,-8,-13,1,-220,CCOCCCn1c(=N)c(C(=O)NCCN2CCOCC2)cc2c(=O)n3cccc(C)c3nc21
3,18,0,0,3,10,1,0.97,0,CCCCC(=O)N(c1ccc(C)c(C)c1)C1C=CS(=O)(=O)C1 (stereo not given)
4,0,-3,-1,17,-2,5,0.99,-6,CC(C)N(C(=O)N1CCC(c2nc(-c3ccncc3)no2)CC1)C(C)C
-1,-93,-7,-11,-15,-3,4,1.1,-4,CCC(C)(C)NC(=O)C(OC(=O)c1cc2sccc2n1C)c1ccc(OC)cc1 (stereo not given)
1,0,-15,4,-16,7,6,1.1,-3,N#CC1=C(O)CCCn2c1nc1ccccc1c2=O
4,17,4,4,-3,14,3,0.99,-5,CCCCCCn1c(N2CCC(C(N)=O)CC2)nc2c1c(=O)[nH]c(=O)n2C
7,0,3,7,-5,11,-1,1,1,Cc1nn(Cc2ccccc2)c(N)c1C#N
-5,-41,-9,-3,11,-11,1,1,0,CCCC(=O)Nc1ccc(NC(=O)CCc2ccccc2)cn1
5,10,3,5,13,10,1,1.1,2,CC(C)(C)C(=O)[C@@H]1[C@@H]2C(=O)N(c3ccc4c(c3)OCCO4)C(=O)[C@@H]2C2c3ccccc3C=CN21 (stereo not given in full)
2,-8,4,0,-4,-1,6,1,-2,Cc1c(NC(=O)C2(c3ccccc3)CCOCC2)c(=O)n(-c2ccccc2)n1C
-13,-93,7,-22,-19,-18,0,1,-5,CN1C(=O)CC2(CC(=O)N(Cc3ccccc3)C2)C1=O (stereo not given)
-3,-20,1,-10,-4,-5,6,1,92*,CCOC(=O)CSc1nnc(Cc2ccccc2)n1Cc1ccco1
7,1,7,7,6,-29,1,0.99,11,CC(NCCc1ccc(O)cc1)C(O)c1ccc(O)cc1 (stereo not given)
1,17,14,10,-3,9,6,1,5,N#Cc1nc(COc2cccc(Cl)c2)oc1NCc1ccco1
3,6,0,5,-8,1,-2,0.96,-8,CCCC(C(=O)NC1CCCCC1)N(Cc1ccco1)C(=O)CNS(=O)(=O)c1ccccc1 (stereo not given)
3,11,-17,10,18,10,2,0.99,19,C=CCN(CC=C)C(=O)Nc1cc(Cl)ccc1OC
5,20,5,9,3,22,-1,1,nt,O=c1c2ccccc2n2nnnc2n1-c1ccccc1
2,13,3,13,2,10,5,1.1,-3,COc1cc(C(=O)N(Cc2cc3cc(C)ccc3[nH]c2=O)CC2CCCO2)cc(OC)c1OC (stereo not given)
-5,-21,2,-1,-4,-8,5,1,5,COc1ccccc1-n1c(SCC(=O)O)nnc1-c1ccc(S(=O)(=O)N2CCCCC2)cc1
-1,-2,1,7,0,-1,-2,1.1,5,CCc1cc2c(SCC(=O)C(C#N)=C3N(C)c4ccccc4N3C)ncnc2s1
1,-14,2,2,-3,-13,4,0.98,-14,Cc1cc(Nc2ccccc2)n(-c2nc3ccccc3[nH]2)n1

Reprinted at random: 3 records from the list.
CatB mixtures,C1s inh,FXIIa mix inh,FXIa inh mix,CatS inh,Cathepsin G inh,CatB inh,A340 absorber,CatL inh,Compound
-13,-93,7,-22,-19,-18,0,1,-5,CN1C(=O)CC2(CC(=O)N(Cc3ccccc3)C2)C1=O (stereo not given)
-5,-21,2,-1,-4,-8,5,1,5,COc1ccccc1-n1c(SCC(=O)O)nnc1-c1ccc(S(=O)(=O)N2CCCCC2)cc1
-5,-41,-9,-3,11,-11,1,1,0,CCCC(=O)Nc1ccc(NC(=O)CCc2ccccc2)cn1

The list continues.
CatB mixtures,C1s inh,FXIIa mix inh,FXIa inh mix,CatS inh,Cathepsin G inh,CatB inh,A340 absorber,CatL inh,Compound
-2,-18,6,-7,-1,-9,0,0.99,25,CC(=O)Nc1cccc(NC(=O)C2CCCN2C(=O)Nc2cccc(F)c2)c1 (stereo not given)
2,6,-1,0,14,-10,9,0.98,0,COC(=O)COc1cccc(-n2cnnn2)c1
-2,-7,1,-4,2,8,-1,1,7,O=C(Nc1nccs1)C1CCN(S(=O)(=O)c2cccnc2)CC1
4,11,3,2,-3,10,1,1,-1,O=C(CCc1ccccc1)N1CCN(CCO)CC1
4,-9,6,2,3,-2,-1,1,-2,O=C(OCC(=O)N1CCN(C(=O)c2ccco2)CC1)c1sc2cc(F)ccc2c1Cl
-1,-5,3,3,18,-1,0,1.1,-7,CCOc1c(C#N)c(C#N)c2nc(C)cc(C)n12
1,-15,5,3,14,-9,7,1,32,Cc1ccc(-n2nnnc2SCC(=O)c2cc(C)n(-c3cc(C)on3)c2C)c(C)c1
5,17,-8,2,-4,14,6,1.1,-14,Cn1c(C(=O)Nc2ccc3c(c2)OCCO3)cc2sccc21
0,-29,9,-10,20,-19,11,1.2,0,N#C/C(C(=O)N1CCOCC1)=c1\s/c(=C/c2ccncc2)c(=O)n1-c1ccccc1
3,-15,-21,1,-2,-5,-2,0.98,-5,O=C(CCn1nnc2ccccc2c1=O)NCC1CCC(C(=O)O)CC1 (stereo not given)
4,-29,7,1,9,-4,9,1.1,17,O=C1c2ccccc2C(O)N1c1ccc(Cl)cc1 (stereo not given)
5,-32,6,-5,14,-12,5,1,0,COc1ccc(-n2c(SCC#N)nc3ccccc3c2=O)cc1
5,12,8,11,13,12,-1,1,11,CCOC(=O)C(C)Sc1ccc2nnc(-c3ccc(F)cc3)n2n1 (stereo not given)
-8,-9,4,-3,1,-7,-4,0.99,1,COC(=O)c1ccc(NC(=O)CN(C)S(=O)(=O)c2ccc(OC)c(C)c2)cc1
5,18,-2,2,-11,16,4,0.98,-4,O=C(NCCN1CCOCC1)c1csc2c1CCCC2
-4,-3,10,5,-7,4,2,1.1,-15,Cc1c(C)c2cc(Cl)c(OCc3nn[nH]n3)cc2oc1=O
1,-3,2,-7,4,0,0,1,14,CC(=O)c1cc2c(cc1NC(=O)CN1CCN(C(=O)c3ccco3)CC1)OCO2
-7,-317,-1,-53,-33,-29,-11,1.1,i,CCCCc1cc(=O)oc2c(CN(C)C)c(O)ccc12
5,14,8,5,-3,9,0,1,4,Cc1ccc(C)c(-n2c(SCC(N)=O)nnc2-c2ccccn2)c1
-2,1,10,5,-1,9,5,1,nt,CS(=O)(=O)N(CC(=O)N1CCCC1)c1ccc(Cl)c(Cl)c1
-11,-81,-1,-14,-13,-2,1,0.98,-2,Cc1nn(-c2ccccc2)c(=S)n1-c1ccccc1
4,8,0,11,-6,8,6,0.98,7,O=c1cc(CO)oc(C(Nc2ccccn2)c2ccc(C(F)(F)F)cc2)c1O (stereo not given)
2,10,4,6,-6,6,1,1.1,7,Cc1nc2ccccn2c1/C(O)=C1\C(=O)C(=O)N(CCN2CCOCC2)C1c1cccnc1 (stereo not given)
8,-24,-1,1,-1,2,-2,1,-1,Cc1cc(C)nc(N2CCN(c3nnnn3-c3ccccc3)CC2)n1
45,17,3,8,52,13,-2,1,-7,Cc1cc(C)c2c(CN3CCN(Cc4ccc5c(c4)OCO5)CC3)cc(=O)oc2c1C
3,-26,-13,4,1,1,-3,1,nt,O=C(NCc1ccco1)C1CCC(N2C(=O)c3ccccc3C2=O)CC1 (stereo not given)
3,6,-2,-8,12,6,5,1,-3,CCN(C(=O)c1cc2cc3ccc(C)cc3nc2o1)c1ccc(OC)cc1
-4,-11,-3,-7,-5,4,0,1,nt,COc1ccc(-c2noc(CCC(=O)Nc3ccc(C)c(C)c3)n2)cc1
-1,-32,7,5,-7,1,2,1,3,CC(NC(=O)c1ccc(Cl)cc1)C(=O)N1CCCCC1 (stereo not given)
-6,-3,3,-2,2,10,-1,1,-1,CCOC(=O)C1=C(C)N(C)C(=O)NC1c1ccc(C)s1 (stereo not given)
-11,-94,3,-26,-17,-17,11,1.1,nt,Clc1ccc2[nH]c3c(c2c1)CCc1cn[nH]c1-3
0,-44,5,-4,-2,4,2,1,21,COCCN1Cc2cccc(C(=O)Nc3c(C)cccc3C)c2C1=O
1,-18,-8,4,13,-3,5,1,26,CC1(C)Cc2noc(N)c2C(C)(C)N1OC(=O)c1scc2c1OCCO2
7,-28,-16,10,-2,-1,-7,1,-3,CCOC(=O)c1cn(CC(=O)Nc2ccc3c(c2)OCCO3)nn1
1,-29,-3,4,6,-29,1,1,84*,COC(=O)c1ccc(NC(=O)c2ccc(CN3CCOCC3)cc2)cc1
2,12,-4,5,-3,9,1,0.97,-2,O=C1C2C3C=CC(C3)C2C(=O)N1c1ccncc1 (stereo not given)
3,6,11,7,2,7,0,1,8,O=C1CC(N2CCN(c3nc4ccccc4s3)CC2)C(=O)N1c1ccc(F)cc1 (stereo not given)
3,-29,3,11,0,8,-1,1.1,7,Cn1c(NC(=O)c2cccnc2)nc2ccccc21
